Cdc25B block: inhibitors of human Cdc25B phosphatase; P30305; recombinant Cdc25B, OMFP fluorescence Ex485/Em525; inhibition, %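 (compounds tested at 10 µM final in the well)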; 65,000 compounds, 0.1% hits; AID 368; in the data active means inhibition above about 50%
FXIa mix inh: factor XIa (human) inhibition, mixture screen | purified FXIa, fluorogenic substrate, pooled mixtures | inhibition, % at 5 µM | 62,000 compounds, 0.19% hits;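 further: each value is inhibition by a whole ten-compound pool holding the compound; 0% = enzyme with no mixture and 100% = wells lacking enzyme; strong numbers were not always called active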
Cathepsin G inh: inhibitors of human cathepsin G | P08311 | purified enzyme, AMC-tetrapeptide fluorescence, pooled mixtures | inhibition, % at 5 µM (by protocol) | 62,000 compounds, 0.2% hits;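 active means inhibition above 20% in each of the two mixture wells holding the compound; inactive means inhibition of 20% or less in either well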;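 further: 0% = enzyme control without mixture and 100% = blank lacking enzyme; strong numbers were not always called active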
Target sequence (P08311 21-244 limits assumed): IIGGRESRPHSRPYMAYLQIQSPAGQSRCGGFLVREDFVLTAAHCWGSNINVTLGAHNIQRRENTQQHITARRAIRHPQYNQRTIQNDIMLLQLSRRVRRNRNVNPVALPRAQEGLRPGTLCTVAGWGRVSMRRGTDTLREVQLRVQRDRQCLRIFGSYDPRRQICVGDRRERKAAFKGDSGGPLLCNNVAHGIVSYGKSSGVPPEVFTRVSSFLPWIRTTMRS
MKP-1 inh: blocks human MKP-1 phosphatase activity | inhibition, %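 (compounds tested at a single concentration somewhere between 10 and 100 µM)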 | recombinant MKP-1, OMFP hydrolysis fluorescence | 65,000 compounds, 0.15% hits;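 active means inhibition above about 50%, limit read from the data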;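 further: 0% = DMSO max control wells and 100% = wells with enzyme stopped by NaOH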
Hsp90 block: displaces geldanamycin probe from tumor Hsp90 | P07900 | NCI-N417 lysate Hsp90, Cy3B-geldanamycin FP displacement | inhibition, % at 30 µM | 64,000 compounds, 0.35% hits;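 active means inhibition above 50%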;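 further: 0% = tracer plus lysate wells and 100% = tracer alone without lysate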
CatL block: inhibitors of human cathepsin L; purified cathepsin L, fluorogenic substrate, fluorescence; inhibition, %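 (tested at 10 µM)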; 58,000 compounds, 0.17% hits; AID 460; in the data active means inhibition above about 45%;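 further: 0% = enzyme with no compound and 100% = no enzyme blank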
Target sequence (P07711 114-288 limits assumed): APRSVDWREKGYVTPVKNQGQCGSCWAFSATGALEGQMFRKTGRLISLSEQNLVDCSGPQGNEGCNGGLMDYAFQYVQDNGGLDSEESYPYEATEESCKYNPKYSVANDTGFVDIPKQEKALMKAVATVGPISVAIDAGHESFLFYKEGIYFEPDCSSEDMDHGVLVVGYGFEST
Target sequence (P07711 292-333 limits assumed): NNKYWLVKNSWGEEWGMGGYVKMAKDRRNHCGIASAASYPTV
C1s block: blocks human complement C1s protease activity; P09871; purified C1s, fluorogenic AMC substrate, pooled mixtures; mean inhibition % of two 10-compound mixtures (active compounds read high), % at 5 µM (by protocol); 62,000 compounds, 0.16% hits; AID 538;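 active means inhibition above 20% in each of the two 10-compound mixture wells holding the compound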;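 further: 0% = enzyme wells lacking compound mixture and 100% = no-enzyme blank wells; some compounds called inactive have numbers as strong as hits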
HTR1A agonist: 5-HT1a (human) receptor agonism | CHO 5-HT1a Ga15 NFAT-bla reporter, FRET ratio; 0% basal, 100% maximal reference agonist | P08908 | activation, % at 10 µM | 65,000 compounds, 0.56% hits;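 active means activation above the screen-wide mean activation plus 3 SD, cut at about 19% in these data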;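 further: 0% = DMSO wells and 100% = 5-CT at EC100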
FXIIa inh mix: factor XIIa (human) inhibition, mixture screen | P00748 | purified FXIIa, fluorogenic substrate, pooled mixtures | inhibition, % at 5 µM | 62,000 compounds, 0.2% hits | AID 684;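 further: 0% = enzyme without compound and 100% = no enzyme blank; some results filed as inactive read as strong as hits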
Target sequence (P00748 20-372 limits assumed): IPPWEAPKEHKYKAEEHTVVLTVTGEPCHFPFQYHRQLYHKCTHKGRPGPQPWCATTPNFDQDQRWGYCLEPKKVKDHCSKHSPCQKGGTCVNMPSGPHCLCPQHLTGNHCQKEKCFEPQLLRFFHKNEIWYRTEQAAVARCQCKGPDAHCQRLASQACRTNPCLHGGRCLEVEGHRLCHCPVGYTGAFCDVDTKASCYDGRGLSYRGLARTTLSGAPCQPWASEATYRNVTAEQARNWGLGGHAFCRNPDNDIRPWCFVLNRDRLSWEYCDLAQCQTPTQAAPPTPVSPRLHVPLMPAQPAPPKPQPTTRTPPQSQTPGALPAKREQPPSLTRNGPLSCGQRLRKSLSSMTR
Target sequence (P00748 373-615 limits assumed): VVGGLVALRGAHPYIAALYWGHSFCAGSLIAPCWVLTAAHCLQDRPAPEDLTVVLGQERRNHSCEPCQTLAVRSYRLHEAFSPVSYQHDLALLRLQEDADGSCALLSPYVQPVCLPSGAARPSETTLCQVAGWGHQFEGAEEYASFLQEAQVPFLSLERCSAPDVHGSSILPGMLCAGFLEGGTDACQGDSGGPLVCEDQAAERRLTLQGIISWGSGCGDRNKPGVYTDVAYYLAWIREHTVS
* hit, by the source's call; & = joins results of further samples. Unless noted, no stated cut-off is given here; in the data, active means inhibition above about 20% (passing the limit was not always enough); inactive means the rest.

Results for Cc1cc(C)cc(N(C(C)C(=O)N2CCCCC2)S(C)(=O)=O)c1 (configuration not stated) ?
Cdc25B block: -1.5; FXIa mix inh: 10.4; Cathepsin G inh: 0.2; MKP-1 inh: -4.0; Hsp90 block: 3.4; CatL block: 8.3; C1s block: 0.2; HTR1A agonist: -0.5; FXIIa inh mix: -5.8

How did CN(Cc1nc2ccccc2n1C)S(=O)(=O)c1ccc(Cl)cc1 do in these assays?
Cdc25B block: -9.4; FXIa mix inh: 8.2; Cathepsin G inh: 1.5; MKP-1 inh: 0.2; Hsp90 block: -2.1; CatL block: 1.6; C1s block: -1.3; HTR1A agonist: -1.9; FXIIa inh mix: 3.8

What do the screens show for `CCCCNC(=O)CC1N=C2c3ccccc3N=C(SCC(=O)Nc3ccccc3C)N2C1=O` (configuration not stated)?
Cdc25B block: -10.3; FXIa mix inh: 8.8; Cathepsin G inh: 0.9; MKP-1 inh: 27.4; Hsp90 block: -2.8; C1s block: -0.3; HTR1A agonist: -1.3; FXIIa inh mix: -0.5

What do the screens show for `CCCSc1nc2c(cnn2-c2ccccc2)c(=O)[nH]1`?
Cdc25B block: -2.1; FXIa mix inh: 0.9; Cathepsin G inh: 2.1; MKP-1 inh: 3.4; Hsp90 block: 0.4; CatL block: 10.6; C1s block: 5.5; HTR1A agonist: -3.3; FXIIa inh mix: 1.5

Results for Cc1ccnc(NC(=O)C2CCN(S(=O)(=O)c3cccc4nonc34)CC2)c1 ?
Cdc25B block: -6.9; FXIa mix inh: 6.6; Cathepsin G inh: -1.5; MKP-1 inh: 1.2; Hsp90 block: 0.9; CatL block: 7.8; C1s block: -30.9; HTR1A agonist: -1.9; FXIIa inh mix: -9.7

What do the screens show for `CCOc1ccc(OCC)c(NC(=O)CN2CCN(C(=O)c3ccco3)CC2)c1`?
Cdc25B block: -12.6; FXIa mix inh: 1.9; Cathepsin G inh: -5.2; MKP-1 inh: 16.8; Hsp90 block: 4.7; CatL block: 0.2; C1s block: -11.1; HTR1A agonist: 1.1; FXIIa inh mix: -4.5

What do the screens show for `CCOC(=O)c1c(C)c(C(=O)Nc2cc(F)ccc2F)c(C)n1C`?
Cdc25B block: -4.0; FXIa mix inh: 6.3; Cathepsin G inh: -2.2; MKP-1 inh: 4.3; Hsp90 block: -4.8; CatL block: -5.6; C1s block: -0.2; HTR1A agonist: -2.2; FXIIa inh mix: 0.5

What do the screens show for `COc1ccc(OC)c2[nH]c(=O)c(CCNC(=O)C(C)(C)C)cc12`?
Cdc25B block: -1.5; FXIa mix inh: -15.6; Cathepsin G inh: 8.5; MKP-1 inh: -8.1; Hsp90 block: 14.1; CatL block: 3.9; C1s block: -26.1; HTR1A agonist: -4.1; FXIIa inh mix: -10.9

How did CCc1c(C(C)O)oc2ccc3c(C)cc(=O)oc3c12 (configuration not stated) do in these assays?
Cdc25B block: -3.3; FXIa mix inh: 3.7; Cathepsin G inh: 1.4; MKP-1 inh: -0.1; Hsp90 block: -4.0; CatL block: 3.0; C1s block: -0.9; HTR1A agonist: 2.3; FXIIa inh mix: -3.0

How did CC(C)OC(=O)c1c(N)sc2c1CCCC2 do in these assays?
Cdc25B block: 5.2; FXIa mix inh: 6.9; Cathepsin G inh: 2.5; MKP-1 inh: 11.3; Hsp90 block: 4.4; CatL block: -6.8; C1s block: 5.0; HTR1A agonist: -1.6; FXIIa inh mix: 1.7

What do the screens show for `CCc1nnc2sc(-c3ccc(NC(=O)c4ccco4)cc3)nn12`?
Cdc25B block: -3.1; FXIa mix inh: 3.5; Cathepsin G inh: 8.0; MKP-1 inh: 10.9; Hsp90 block: -1.1; C1s block: 3.9; HTR1A agonist: -1.3; FXIIa inh mix: 7.4

How did COc1ccccc1N1CCN(c2cc(N3CCCC3)nc(C)n2)CC1 do in these assays?
Cdc25B block: -18.7; FXIa mix inh: 3.2; Cathepsin G inh: -0.6; MKP-1 inh: -5.7; Hsp90 block: 0.7; CatL block: 4.6; C1s block: 2.3; HTR1A agonist: -0.4; FXIIa inh mix: 5.1

How did CC(C)c1nnc(NC(=O)CCN2C(=O)c3ccccc3C2=O)s1 do in these assays?
Cdc25B block: -8.1; FXIa mix inh: 7.8; Cathepsin G inh: -0.3; MKP-1 inh: 7.2; Hsp90 block: -2.5; CatL block: -6.0; C1s block: -28.6; HTR1A agonist: -1.7; FXIIa inh mix: 8.9

Results for Cc1ccc2occ(CN3CCN(c4ccccc4)CC3)c(=O)c2c1 ?
Cdc25B block: -2.3; FXIa mix inh: -0.3; Cathepsin G inh: -7.4; MKP-1 inh: 13.9; Hsp90 block: 0.0; CatL block: 2.3; C1s block: -100.8; HTR1A agonist: -3.9; FXIIa inh mix: 3.6

Results for CCOc1ccc(CN(Cc2ccco2)C(c2cccs2)c2nnnn2C(C)(C)C)cc1 (configuration not stated) ?
Cdc25B block: -12.3; FXIa mix inh: -0.5; Cathepsin G inh: 8.5; MKP-1 inh: -23.2; Hsp90 block: -5.2; CatL block: 8.7; C1s block: -2.5; HTR1A agonist: -0.1; FXIIa inh mix: -16.8

How did CN(C)c1ccc(-n2cc3c(=O)n(C)c(=O)n(C)c3c2)cc1 do in these assays?
Cdc25B block: -2.5; FXIa mix inh: 3.3; Cathepsin G inh: -8.0; MKP-1 inh: -27.2; Hsp90 block: 3.4; CatL block: 2.9; C1s block: -11.3; HTR1A agonist: -0.2; FXIIa inh mix: 0.8

Results for CCSC1=C(C#N)C(c2cccc(Br)c2)CC(=O)N1 (configuration not stated) ?
Cdc25B block: 2.2; FXIa mix inh: 10.0; Cathepsin G inh: -2.7; MKP-1 inh: 0.2; Hsp90 block: 0.2; CatL block: 5.0; C1s block: -29.3; HTR1A agonist: -1.7; FXIIa inh mix: 7.5

Results for COc1ccc(OC)c(C2CC(=O)NC(SC)=C2C#N)c1 (configuration not stated) ?
Cdc25B block: -3.5; FXIa mix inh: 1.7; Cathepsin G inh: -1.5; MKP-1 inh: -9.9; Hsp90 block: -4.5; CatL block: 8.0; C1s block: 4.0; HTR1A agonist: -3.2; FXIIa inh mix: 3.8

How did COC(=O)c1ccc(/C(O)=C(\C#N)c2nc3ccccc3s2)cc1 do in these assays?
Cdc25B block: 0.7; FXIa mix inh: 3.0; Cathepsin G inh: -0.5; MKP-1 inh: 5.0; Hsp90 block: 0.2; CatL block: 7.2; C1s block: -1.7; HTR1A agonist: -1.9; FXIIa inh mix: 4.4

How did CCOC(=O)c1c(C)n(C)c2ccc(OC(C)C(=O)OC)cc12 (configuration not stated) do in these assays?
Cdc25B block: -14.2; FXIa mix inh: -0.1; Cathepsin G inh: 6.3; MKP-1 inh: 0.8; Hsp90 block: -2.4; CatL block: 7.0; C1s block: -43.6; HTR1A agonist: -0.1; FXIIa inh mix: 10.0

A run of entries from further up:
Results for COc1ccc(OC)c(C2CC(=O)NC(SC)=C2C#N)c1 (configuration not stated) ?
Cdc25B block: -3.5; FXIa mix inh: 1.7; Cathepsin G inh: -1.5; MKP-1 inh: -9.9; Hsp90 block: -4.5; CatL block: 8.0; C1s block: 4.0; HTR1A agonist: -3.2; FXIIa inh mix: 3.8

How did COC(=O)c1ccc(/C(O)=C(\C#N)c2nc3ccccc3s2)cc1 do in these assays?
Cdc25B block: 0.7; FXIa mix inh: 3.0; Cathepsin G inh: -0.5; MKP-1 inh: 5.0; Hsp90 block: 0.2; CatL block: 7.2; C1s block: -1.7; HTR1A agonist: -1.9; FXIIa inh mix: 4.4

How did CCOC(=O)c1c(C)n(C)c2ccc(OC(C)C(=O)OC)cc12 (configuration not stated) do in these assays?
Cdc25B block: -14.2; FXIa mix inh: -0.1; Cathepsin G inh: 6.3; MKP-1 inh: 0.8; Hsp90 block: -2.4; CatL block: 7.0; C1s block: -43.6; HTR1A agonist: -0.1; FXIIa inh mix: 10.0

Other entries
Results for COc1ccc(-c2nnc(-c3cccs3)o2)cc1OC ?
Cdc25B block: 4.1; FXIa mix inh: -0.5; Cathepsin G inh: -13.4; MKP-1 inh: -0.9; Hsp90 block: -2.8; CatL block: -62.3; C1s block: -12.2; HTR1A agonist: 1.8; FXIIa inh mix: 11.0

What do the screens show for `COc1ccccc1NC1C=CS(=O)(=O)C1` (configuration not stated)?
Cdc25B block: -8.2; FXIa mix inh: 4.3; Cathepsin G inh: 13.5; MKP-1 inh: -0.9; Hsp90 block: -1.2; CatL block: -5.5; C1s block: 21.1; HTR1A agonist: 0.9; FXIIa inh mix: 4.0

How did CC(C)N(C(=O)Cn1cnc2c(cnn2-c2ccccc2Cl)c1=O)C(C)C do in these assays?
Cdc25B block: -17.7; FXIa mix inh: 4.2; Cathepsin G inh: 7.6; MKP-1 inh: -2.3; Hsp90 block: -3.6; CatL block: -13.2; C1s block: -2.3; HTR1A agonist: -3.1; FXIIa inh mix: -0.1

Results for Cc1ccccc1NC(=O)Cn1c(C)nc2ccc(NC(=O)C3CC3)cc2c1=O ?
Cdc25B block: -3.0; FXIa mix inh: 3.4; Cathepsin G inh: -15.8; MKP-1 inh: 1.3; Hsp90 block: -6.2; CatL block: 22.4; C1s block: -14.3; HTR1A agonist: -2.6; FXIIa inh mix: -18.7

Results for COc1cc(NC(=O)c2ccccc2)cc(OC)c1 ?
Cdc25B block: -30.7; FXIa mix inh: 3.0; Cathepsin G inh: 1.1; MKP-1 inh: -15.2; Hsp90 block: -1.9; CatL block: -9.7; C1s block: -1.5; HTR1A agonist: -2.2; FXIIa inh mix: 8.1

How did O=C(CCC(=O)N1CCc2ccccc2C1)N1CCN(S(=O)(=O)c2ccccc2)CC1 do in these assays?
Cdc25B block: -12.8; FXIa mix inh: -7.0; Cathepsin G inh: -7.4; MKP-1 inh: 17.0; Hsp90 block: -3.4; CatL block: 0.8; C1s block: -19.1; HTR1A agonist: -4.0; FXIIa inh mix: 3.6

What do the screens show for `CCn1c(SCc2ccc(C(=O)OC)o2)nnc1-c1c[nH]c2ccccc12`?
Cdc25B block: 3.3; FXIa mix inh: 8.9; Cathepsin G inh: 7.6; MKP-1 inh: 1.1; Hsp90 block: -5.0; C1s block: 13.7; HTR1A agonist: 7.5; FXIIa inh mix: 1.2

Results for O=C(Cn1ncc2c(=O)oc3ccccc3c21)Nc1nc2ccccc2s1 ?
Cdc25B block: 8.0; FXIa mix inh: 6.3; Cathepsin G inh: 9.4; MKP-1 inh: 19.5; Hsp90 block: -1.1; CatL block: 15.7; C1s block: 15.7; HTR1A agonist: -2.3; FXIIa inh mix: 0.1

Results for CCn1c2ccccc2c2nnc(SCC(=O)Nc3ncccn3)nc21 ?
Cdc25B block: 5.4; FXIa mix inh: 13.8; Cathepsin G inh: -1.6; MKP-1 inh: 6.5; Hsp90 block: -3.0; CatL block: -0.1; C1s block: -1.8; HTR1A agonist: -1.5; FXIIa inh mix: 8.4

How did c1ccc(-n2ncc3c(N4CCCCC4)ncnc32)cc1 do in these assays?
Cdc25B block: -2.6; FXIa mix inh: -4.1; Cathepsin G inh: -0.5; MKP-1 inh: 2.2; Hsp90 block: -1.6; CatL block: 13.2; C1s block: 5.6; HTR1A agonist: -2.3; FXIIa inh mix: 10.9

What do the screens show for `CCOC(=O)C1=C[C@]2(CC)CCCN3CCc4c(n1c1ccccc41)[C@@H]32`?
Cdc25B block: -22.1; FXIa mix inh: -34.1; Cathepsin G inh: -16.6; MKP-1 inh: -19.8; Hsp90 block: -4.2&-0.1; CatL block: 18.5; C1s block: -152.0; HTR1A agonist: 4.2; FXIIa inh mix: 7.5

How did COCCCn1c(-c2ccsc2)nc2c1c(=O)[nH]c(=O)n2Cc1ccccc1 do in these assays?
Cdc25B block: -8.1; FXIa mix inh: 7.2; Cathepsin G inh: -0.6; MKP-1 inh: 7.6; Hsp90 block: -4.2; CatL block: -1.9; C1s block: 4.0; HTR1A agonist: 5.4; FXIIa inh mix: 9.7

Results for CCc1ccc(Cn2nnc(C(=O)NCc3ccccc3OC)c2N)cc1 ?
Cdc25B block: 6.3; FXIa mix inh: -0.6; Cathepsin G inh: 11.2; MKP-1 inh: -9.4; Hsp90 block: -5.7; CatL block: 11.9; C1s block: 17.4; HTR1A agonist: 1.2; FXIIa inh mix: 4.6
